Efflux pump inh: blocks antifungal efflux pumps in multiplex yeast assay; S. cerevisiae Candida pump triplex, Nile Red efflux; inhibition, % at 10 µM; hit rate 0.44% among 330,000; AID 485275;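 active means plate passing quality check with inhibition over a set limit, or well fluorescence over plate mean plus 4 SD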;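 further: Nile Red retained in pooled yeast measured as flow cytometry median fluorescence; 0% = buffer negative control and 100% = Enniatin B positive control; higher means more Nile Red kept so more efflux inhibition; some compounds called inactive have numbers as strong as hits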
CTSL1 counter: blocks F. hepatica cathepsin L1 in PFM18AAP counter-screen; recombinant F. hepatica cathepsin L1, Z-Leu-Arg-MCA fluorescence; inhibition, % at 5.96 µM; hit rate 0.49% among 300,000;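 active means inhibition above the mean of all tested compounds plus 3 SD, set per screening campaign, cut at about 17% in these data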;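 further: 0% = plate median of test compound wells and 100% = 1 µM Z-Phe-Ala-diazomethylketone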
PP1 counter: counter-screen for PP5 inhibitors: inhibitors of human PP1-alpha; P62136; purified PP1alpha, OMFP fluorescence; inhibition, % at 6.7 µM; hit rate 0.9% among 320,000;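 active means inhibition above the mean inhibition of all tested compounds plus 3 SD, computed separately for each screening campaign, cut at about 15% in these data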
Target sequence (P62136 whole entry, looked up): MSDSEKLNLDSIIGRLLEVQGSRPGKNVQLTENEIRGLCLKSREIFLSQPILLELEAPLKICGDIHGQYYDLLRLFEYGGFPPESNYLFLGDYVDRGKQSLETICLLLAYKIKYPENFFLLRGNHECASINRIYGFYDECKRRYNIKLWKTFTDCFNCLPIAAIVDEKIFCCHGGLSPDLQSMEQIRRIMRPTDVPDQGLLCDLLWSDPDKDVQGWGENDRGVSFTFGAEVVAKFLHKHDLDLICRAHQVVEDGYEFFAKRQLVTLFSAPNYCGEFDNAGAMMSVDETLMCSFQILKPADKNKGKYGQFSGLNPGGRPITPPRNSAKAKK
TPT1 inhibitor: blocks Candida albicans tRNA 2'-phosphotransferase; recombinant caTPT1, FP RNA substrate dephosphorylation; inhibition, % at 5 µM; hit rate 0.81% among 300,000;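 active means inhibition above the mean of all tested compounds plus 3 SD, set per screening campaign, cut at about 24% in these data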;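 further: plate controls were DMSO alone for no effect and ferristatin control at 100 nM for full effect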
procasp7 counter: counter-screen for procaspase-3 activators: activators of human procaspase-7. activation, % at 8.5 µM. recombinant procaspase-7, Ac-DEVD-pNA absorbance 405 nm; D23A/D198A/D206A triple mutant, cannot self-cleave; scale: DMSO 0, 5 µM enzyme 100. hit rate 0.093% among 330,000;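 active means percent activation above the screen-wide mean plus 3 SD, cut at about 25% in these data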
Target sequence (P55210 whole entry D23A/D198A/D206A): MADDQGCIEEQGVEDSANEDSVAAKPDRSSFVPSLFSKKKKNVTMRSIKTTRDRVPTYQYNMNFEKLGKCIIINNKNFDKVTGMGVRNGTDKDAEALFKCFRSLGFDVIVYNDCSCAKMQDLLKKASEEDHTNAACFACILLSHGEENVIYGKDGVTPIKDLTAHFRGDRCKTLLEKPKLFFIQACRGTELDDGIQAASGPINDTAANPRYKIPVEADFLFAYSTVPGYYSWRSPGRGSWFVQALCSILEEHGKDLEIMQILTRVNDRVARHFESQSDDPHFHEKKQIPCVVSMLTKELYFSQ
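buffer or medium = Zinc-free HEPES/NaCl buffer, pH 7.4 | material = Procaspase-7 triple mutant (PC-7 D3A) | input = 2 µM procaspase-7 mutant as dispensed | signal = Epi-absorbance of released pNA at 405 nm, two timepoints | timing = 1 h preincubation, 2 h reaction | replicates = singlicate compound testing | evaluation = % activation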
procasp3 activ: activates human procaspase-3; P42574; recombinant procaspase-3 D3A, Ac-DEVD-pNA absorbance 405 nm; activation, % at 8.5 µM; hit rate 0.11% among 330,000; AID 463141;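 active means activation above the mean of all tested compounds plus 3 SD, cut at about 21% in these data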;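 further: 0% = DMSO alone and 100% = DMSO wells spiked with extra 5 µM PC-3 D3A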
Target sequence (P42574 whole entry D9A/D28A/D175A): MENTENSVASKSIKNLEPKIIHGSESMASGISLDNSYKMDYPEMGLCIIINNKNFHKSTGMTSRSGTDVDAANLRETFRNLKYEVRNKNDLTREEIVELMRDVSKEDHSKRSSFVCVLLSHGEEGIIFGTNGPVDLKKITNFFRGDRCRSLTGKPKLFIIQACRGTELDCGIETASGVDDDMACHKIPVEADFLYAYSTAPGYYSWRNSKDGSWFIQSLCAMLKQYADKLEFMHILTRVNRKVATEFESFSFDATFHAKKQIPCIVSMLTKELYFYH
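Assay system – Procaspase-3 D3A mutant, all three cleavage aspartates alanine · Controls – DMSO-only low control, 5 µM PC-3 D3A high control · Schedule – 1 h compound preincubation, 2 h substrate hydrolysis at 25 °C · Signal – 405 nm absorbance of p-nitroaniline, reads at 0 and 120 min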
core dimer inh: blocks dimerization of HCV core protein. TR-FRET GST/Flag-core106 dimerization, 1536-well. inhibition, % at 5 µM. hit rate 0.33% among 300,000. AID 1899;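 active means inhibition above the mean of all tested compounds plus 3 SD, set per screening campaign, cut at about 45% in these data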
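Material: GST/Flag-tagged HCV core106 proteins. Incubation: 4 h, 22.5 °C incubation. Read-out basis: inhibition (%) from 671 over 617 nm ratio. Measured by: TR-FRET, excitation 340 nm, emission 617 and 671 nm.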
GASC-1 inh: human JMJD2C demethylase inhibition. AID 2099. Q9H3R0. inhibition, % at 2.35 µM. GST-JMJD2C(1-420) H3K9me3 demethylation, DELFIA europium. hit rate 0.069% among 330,000;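 active means more than half of a compound's replicate wells show inhibition beyond 50%, single wells judged on their own value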;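 further: signal counts dimethyl H3K9 product captured on neutravidin plate; 0% = median of DMSO wells and 100% = 0.3 times that DMSO median; strong numbers were not always called active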
PP5 primary: inhibitors of human protein phosphatase 5 (PP5); purified PP5c, OMFP substrate fluorescence; inhibition, % at 6.7 µM; AID 1987; P53041; hit rate 0.18% among 320,000;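 active means inhibition above the campaign's mean inhibition across all tested compounds plus 3 SD, cut at about 9.5% in these data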;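 further: 0% = DMSO only and 100% = 100 µM cantharidin control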
* marks the source's active call; other numbers are inactive results; . = no result given.

SMILES	Efflux pump inh	CTSL1 counter	PP1 counter	TPT1 inhibitor	procasp7 counter	procasp3 activ	core dimer inh	GASC-1 inh	PP5 primary
CCCCNC(=O)C(CC)(ONc1ccccc1C(F)(F)F)c1ccccc1OC (stereo not given)	-0.3	.	3	.	-13	3	.	2	1.5
ONC(=Nc1ccccc1)C(=Nc1ccccc1)NO	-0.2	3	-1	-4	-2	-10	-19	7	2.2
CN(C)c1ccc(S(=O)(=O)N2CCCCC2)cc1NC(=O)CCNC(=O)c1ccco1	0.0	.	0	.	-8	-3	.	-8	-1.0
CCOc1ccccc1NC(=O)CSc1nnc2c(CC)c(C)nc(N)n12	-6.5	0	-1	-3	-1	0	-1	15	3.7
COc1cccc(NC(=O)c2oc3ccccc3c2NC(=O)C(C)(C)C)c1	-0.2	0	0	-4	14	3	7	-2	2.4
Cc1ccc(Sc2ncccc2C(=O)NCC(c2ccc(F)cc2)N2CCOCC2)c(C)c1 (stereo not given)	0.0	1	-4	2	-4	-5	2	1	-0.3
CCOCCCn1c(SCc2nc3sc(C(=O)O)c(C)c3c(=O)[nH]2)nnc1-c1ccc(Cl)cc1	0.0	0	1	1	-3	4	1	24	-1.1
CCN(CC)CCCNC(=S)N1CCC(c2nc3ccccc3[nH]2)CC1	-0.1	-5	-5	2	8	2	5	-14	-1.3
Nc1cc2nc3ccccc3oc-2cc1=O	-0.2	4	19*	24	-22	-26	-24	.	4.3
CC(C)CNc1cc(Cl)c(S(=O)(=O)NCC(C)C)cc1C(=O)O	-0.1	6	8	9	2	-10	-1	.	0.3
CC(=O)c1ccc(NC(=O)c2cccc(S(=O)(=O)N3CCN(C)CC3)c2)cc1	-0.1	-1	-3	-2	9	9	1	-6	2.6
C[C@@H]1C[C@@H]2OC(=O)[C@]3(C)[C@H]2[C@@H](OC3(C)O)[C@]2(C)C(=O)C=C[C@H]12 (stereo not given in full)	0.0	-1	0	0	0	-7	3	6	-1.7
CN1/C(=C\C(=O)CSc2nnc(N)s2)C(C)(C)c2ccccc21	0.0	2	3	1	0	-8	7	-3	1.8
CCNC(=O)c1ccc2c(c1)S(=O)(=O)c1ccccc1C2=O	0.3	2	-5	-1	-6	-5	5	51*	0.5
COc1ccc(CN(Cc2cccnc2)S(=O)(=O)c2ccc(-n3cnnn3)c(OC)c2)cc1	0.1	2	0	0	-1	2	-1	-9	1.6
O=C(COc1ccccc1F)NC12CC3CC(CC(C3)C1)C2	0.0	-1	-1	-1	6	1	-3	-6	0.9
CCNc1nc(NC(C)(C)C)nc(Oc2ccc(=O)n(-c3ccccc3)n2)n1	0.0	4	0	0	5	7	-6	-1	2.5
Cc1cccc(C(=O)OC(C)C(=O)N2CCc3ccccc3C2)c1C (stereo not given)	0.0	.	-2	.	3	4	.	-4	-1.6
c1ccc(CN2CCN(CCOCCOc3cccc4ccccc34)CC2)cc1	0.0	1	3	-1	11	11	-3	-24	1.1
Cc1cscn1	0.1	.	-2	.	9	7	.	1	1.9

Rewritten with values under each structure: 16 of the compounds above
Values run as follows: Efflux pump inh | CTSL1 counter | PP1 counter | TPT1 inhibitor | procasp7 counter | procasp3 activ | core dimer inh | GASC-1 inh | PP5 primary
CCCCNC(=O)C(CC)(ONc1ccccc1C(F)(F)F)c1ccccc1OC (stereo not given)
→ -0.3 | . | 3 | . | -13 | 3 | . | 2 | 1.5
ONC(=Nc1ccccc1)C(=Nc1ccccc1)NO
→ -0.2 | 3 | -1 | -4 | -2 | -10 | -19 | 7 | 2.2
CN(C)c1ccc(S(=O)(=O)N2CCCCC2)cc1NC(=O)CCNC(=O)c1ccco1
→ 0.0 | . | 0 | . | -8 | -3 | . | -8 | -1.0
CCOc1ccccc1NC(=O)CSc1nnc2c(CC)c(C)nc(N)n12
→ -6.5 | 0 | -1 | -3 | -1 | 0 | -1 | 15 | 3.7
COc1cccc(NC(=O)c2oc3ccccc3c2NC(=O)C(C)(C)C)c1
→ -0.2 | 0 | 0 | -4 | 14 | 3 | 7 | -2 | 2.4
Cc1ccc(Sc2ncccc2C(=O)NCC(c2ccc(F)cc2)N2CCOCC2)c(C)c1 (stereo not given)
→ 0.0 | 1 | -4 | 2 | -4 | -5 | 2 | 1 | -0.3
CCOCCCn1c(SCc2nc3sc(C(=O)O)c(C)c3c(=O)[nH]2)nnc1-c1ccc(Cl)cc1
→ 0.0 | 0 | 1 | 1 | -3 | 4 | 1 | 24 | -1.1
CCN(CC)CCCNC(=S)N1CCC(c2nc3ccccc3[nH]2)CC1
→ -0.1 | -5 | -5 | 2 | 8 | 2 | 5 | -14 | -1.3
Nc1cc2nc3ccccc3oc-2cc1=O
→ -0.2 | 4 | 19* | 24 | -22 | -26 | -24 | . | 4.3
CC(C)CNc1cc(Cl)c(S(=O)(=O)NCC(C)C)cc1C(=O)O
→ -0.1 | 6 | 8 | 9 | 2 | -10 | -1 | . | 0.3
CC(=O)c1ccc(NC(=O)c2cccc(S(=O)(=O)N3CCN(C)CC3)c2)cc1
→ -0.1 | -1 | -3 | -2 | 9 | 9 | 1 | -6 | 2.6
C[C@@H]1C[C@@H]2OC(=O)[C@]3(C)[C@H]2[C@@H](OC3(C)O)[C@]2(C)C(=O)C=C[C@H]12 (stereo not given in full)
→ 0.0 | -1 | 0 | 0 | 0 | -7 | 3 | 6 | -1.7
CN1/C(=C\C(=O)CSc2nnc(N)s2)C(C)(C)c2ccccc21
→ 0.0 | 2 | 3 | 1 | 0 | -8 | 7 | -3 | 1.8
CCNC(=O)c1ccc2c(c1)S(=O)(=O)c1ccccc1C2=O
→ 0.3 | 2 | -5 | -1 | -6 | -5 | 5 | 51* | 0.5
COc1ccc(CN(Cc2cccnc2)S(=O)(=O)c2ccc(-n3cnnn3)c(OC)c2)cc1
→ 0.1 | 2 | 0 | 0 | -1 | 2 | -1 | -9 | 1.6
O=C(COc1ccccc1F)NC12CC3CC(CC(C3)C1)C2
→ 0.0 | -1 | -1 | -1 | 6 | 1 | -3 | -6 | 0.9

New compounds follow
SMILES	Efflux pump inh	CTSL1 counter	PP1 counter	TPT1 inhibitor	procasp7 counter	procasp3 activ	core dimer inh	GASC-1 inh	PP5 primary
O=C(NCc1ccccc1F)C1CCCN(C(=O)NC2CCCCC2)C1 (stereo not given)	0.0	-2	-2	2	2	1	7	-17	0.1
CCOc1nc(NCc2ccco2)nc(Nc2ccccc2F)n1	0.1	4	2	4	0	-6	2	0	3.1
O=C(Nc1ccc(OCC(=O)N2CCOCC2)cc1)c1cccc(Cl)c1	0.0	-3	-4	-5	2	0	3	-1	0.1
CC1=C(C(=O)OC(C)C)C(C)NC(=O)N1 (stereo not given)	-0.1	-2	4	-3	4	-2	-4	-4	0.5
O=C(CSc1nnc(Cn2c(=O)sc3ccccc32)n1-c1ccccc1)NCC1CCCO1 (stereo not given)	0.2	-2	-3	0	2	2	3	3	-0.4
CC(=O)NNc1ncnc2c1cnn2-c1ccc(C)c(C)c1	0.1	9	-2	0	9	4	1	0	0.4
CN1CCN(Cc2cn(C)nc2-c2ccccc2F)CC1c1ccccc1 (stereo not given)	0.0	4	-2	-2	9	3	-1	7	-1.4
Cc1c(C(=O)Nc2ccc(-c3nnc4n3CCCCC4)cc2)oc2ccc(Br)cc12	0.2	5	6	6	-4	7	12	2	0.8
Cc1cc(S(=O)(=O)N2CCCC(N3CCOCC3)C2)c(C)cc1Cl (stereo not given)	0.1	1	0	2	-9	6	0	-7	3.6
COc1ccc(CNCc2cc3c(C(C)(C)C)nn(-c4ccccc4)c3[nH]c2=O)cc1	0.0	2	6	2	6	-2	-3	18	2.3
O=C(CSc1nc2ccc([N+](=O)[O-])cc2[nH]1)NC1CCCCCC1	-0.1	2	1	-2	3	-3	5	-5	2.3
CCN1CCN(C(CNS(=O)(=O)c2ccccc2)c2ccccc2)CC1 (stereo not given)	-0.1	-9	-5	-7	21	2	4	2	-0.4
Cc1nnc2ccc(-c3ccc(NS(=O)(=O)c4ccccc4F)cc3)nn12	0.1	7	-7	-1	5	9	13	-5	-0.6
COc1ccc(S(=O)(=O)NCC2CCCN(CC(C)(C)C)C2)cc1 (stereo not given)	0.2	0	-2	2	4	-7	-1	-3	0.9
O=C(Nc1ccc2c(c1)OCO2)C1CC(c2ccc(F)cc2)=NO1 (stereo not given)	0.1	-1	1	1	2	-1	15	1	2.4
Oc1ccc(Br)cc1-c1cc(-c2ccccc2F)[nH]n1	-0.1	1	5	3	-5	1	0	20	2.2
O=C1CC(c2c[nH]c3ccccc23)C(=O)N1c1ccccc1 (stereo not given)	-0.2	0	-3	7	2	-4	-5	1	1.4
NC(=O)c1ccccc1N/C=C/C(=O)c1ccccc1	-0.1	1	-2	7	-5	-6	2	-18	2.0
Cc1ccc(C(Sc2ccccc2)C(Cn2cncn2)C(=O)c2ccccc2)cc1 (stereo not given)	-0.3	0	6	-4	4	8	12	30	1.8
CCCCS(=O)CC(COC)OC(=O)c1ccccc1 (stereo not given)	0.3	2	-1	-2	5	0	-13	-1	4.2
Cc1cc(Br)ccc1NS(=O)(=O)c1c(C)[nH]c(=O)[nH]c1=O	0.6	-1	3	-3	8	-2	-1	-2	2.8
O=C(NCCCN1CCN(C2CCCCC2)CC1)Nc1ccccc1C(F)(F)F	-0.1	0	-1	2	-1	-8	-5	-9	0.7
CCOc1ccc(CN2CCNC(=O)C2CC(=O)N(C)C2CCCCC2)cc1 (stereo not given)	0.2	0	0	-2	6	-1	-2	1	3.4
COc1ccc(-c2csc(NC(=O)c3ccc(S(C)(=O)=O)cc3)n2)cc1	0.0	-3	0	4	-19	3	1	3	-2.1
CCN(CC)S(=O)(=O)c1ccc(/C=C/C(=O)OCC(=O)NCc2cccs2)cc1	0.1	.	-1	.	6	8	.	.	1.7
C=CCn1c(COc2ccc(OC)cc2)nnc1SC(C)C(=O)NC1CC1 (stereo not given)	0.0	.	-1	.	-5	-21	.	1	-1.4
